LmPK inhibitor – blocks Leishmania mexicana pyruvate kinase activity; purified LmPK, Kinase-Glo ATP luminescence, 1 h; Potency, µM (titrated, usually from 57.5 µM), without a hit: at the top dose activity change, negative = inhibition, most hits filed as inhibitors; AID 1721; Q27686; hit rate 0.37% among 290,000; note: potency is the fitted concentration of half-maximal effect; % is set by controls: 0 for no effect and ±100 for the full control effect
Target sequence (Q27686 whole entry, looked up): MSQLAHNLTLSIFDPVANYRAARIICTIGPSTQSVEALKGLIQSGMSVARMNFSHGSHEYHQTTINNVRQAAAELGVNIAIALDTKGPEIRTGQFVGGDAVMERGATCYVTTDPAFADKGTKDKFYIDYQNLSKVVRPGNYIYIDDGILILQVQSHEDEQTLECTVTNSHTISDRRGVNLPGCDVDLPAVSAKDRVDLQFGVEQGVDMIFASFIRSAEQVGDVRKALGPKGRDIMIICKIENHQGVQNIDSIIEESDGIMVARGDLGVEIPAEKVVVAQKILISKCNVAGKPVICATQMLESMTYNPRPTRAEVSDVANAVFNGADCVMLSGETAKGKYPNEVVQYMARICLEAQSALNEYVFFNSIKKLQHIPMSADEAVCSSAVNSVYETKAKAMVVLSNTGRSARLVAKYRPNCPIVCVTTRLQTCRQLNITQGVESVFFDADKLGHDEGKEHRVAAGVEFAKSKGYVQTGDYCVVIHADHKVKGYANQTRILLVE
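0.1 nM LmPK, 0.5 mM PEP, 0.1 mM ADP; 50 mM imidazole pH 7.2, 7 mM MgCl2, 50 mM KCl; 1 h RT. Kinase-Glo luminescence readout, normalized to no-enzyme (full inhibition) and uninhibited wells.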
Pf growth 48h – P. falciparum growth inhibition at 48 hours (one generation); P. falciparum luciferase growth in erythrocytes, 48 h; Potency, µM (series often up to 28.7 µM), without a hit: at the top dose activity change, negative = inhibition, hits mostly inhibitors; hit rate 5.9% among 310,000; note: potency is the fitted concentration of half-maximal effect; % is set by controls: 0 for no effect and ±100 for the full control effect
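Cell-based growth assay: transgenic P. falciparum expressing firefly luciferase, cultured in red cells within RPMI 1640 containing 0.5% w/v Albumax, 24 mM bicarbonate and gentamycin. A drop in luciferase activity indicates inhibition.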
CHX counter – affects cycloheximide protein synthesis inhibition readout, counter-screen; cell reporter, cycloheximide protein synthesis inhibition counterscreen; max response, %; hit rate 12% among 300,000; AID 2314; in the data active = max response mostly above about 13%, no sharp cut-off; inactive = mostly below about 14%; note: read at 38.3 µM for the half of the compounds with a filed dose; 0% is about no effect
Shiga inhibitor – blocks Shiga toxin action in Vero cells; AID 2315; hit rate 9.2% among 290,000; inhibition, % at 38.7 µM; Vero cells, Shiga toxin protein synthesis inhibition reporter; in the data active = inhibition mostly above about 28%, no sharp cut-off; inactive = mostly below about 43%; note: 0% is about no effect
Pf growth 96h – P. falciparum growth inhibition at 96 hour, primary screen for plastid delayed-death inhibitors. P. falciparum luciferase reporter growth, 96 h. Potency, µM (top dose mostly 28.7 µM), for inactives: at the top dose activity change, negative = inhibition, usual class: inhibitors. hit rate 6.9% among 320,000. AID 504834; note: potency is the fitted concentration of half-maximal effect; % is set by controls: 0 for no effect and ±100 for the full control effect
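Parasite growth measured via integrated firefly luciferase reporter in P. falciparum. Infected erythrocytes at 2% hematocrit, 0.05% parasitemia final were treated 96 hours at 37 C under 5% CO2, and luminescence was read.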
Tb PYK inh – blocks Trypanosoma brucei pyruvate kinase. Q57TT1. TbPYK enzyme, Kinase-Glo Plus ATP luminescence, 45 min. Potency, µM (series often up to 76.8 µM), for inactives: top-dose activity, negative = inhibition, actives largely listed as inhibitors. hit rate 0.12% among 410,000; note: potency is the fitted concentration of half-maximal effect; % is set by controls: 0 for no effect and ±100 for the full control effect; nearly all actives have a fitted effect of over 50% in size
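Enzyme and substrate buffer are dispensed first and compound is pin-transferred. ADP at 130 uM final then starts the reaction, which runs 45 min at room temperature. Detection reagent is added for 10 min before luminescence is imaged.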
HCV inhibitor – HCV inhibition; AID 651820; Potency, µM (doses to about 41.8 µM), for inactives: top-dose activity change, negative = inhibition, hits mostly inhibitors; Huh7.5.1 HCVcc-Cre infection, luciferase reporter, 44 h; hit rate 3.4% among 340,000; note: potency is the fitted concentration of half-maximal effect; % is set by controls: 0 for no effect and ±100 for the full control effect
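Whole-lifecycle infectious HCVcc-Cre system; cells 1,000/well, compound then virus (~0.5 moi) added 4 h after plating, 44 h culture. Luciferase read 15 sec following 15 min substrate incubation, room temp.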
The depositor's hits bear a star; ? = inconclusive; nt = no result given; [ ] = remark or other dose. Unless noted, calls come from the whole dose curve; as a rule, active = well fitted curve in the direction sought with a large enough effect; inconclusive = small, poorly fitted or top-dose-only effect, or another doubt; inactive = no such curve, though single readings can be large; an effect the other way counts as inactive or inconclusive.

cpd	SMILES	LmPK inhibitor	Pf growth 48h	CHX counter	Shiga inhibitor	Pf growth 96h	Tb PYK inh	HCV inhibitor
1	CCN(CC)S(=O)(=O)c1ccc(-c2csc(C)n2)cc1	-3%	36%[activator]	7	21	?	-22%	-6%
2	Cc1ccc(NC(=S)NCc2ccccc2)cc1[N+](=O)[O-]	1%	2%	1	-4	?	-5%	-23%
3	Cc1ccc(NC(=S)N2CCCCC2CO)cc1C (configuration not stated)	2%	0%	15*	23	393%[activator]	5%	-5%
4	CC(C)NS(=O)(=O)c1ccc(OCC(=O)N2CCc3ccccc3C2)cc1	5%	?	-4	-6	33%[activator]	0%	-18%
5	Cc1ccc(Cn2cc(/C=C/C(=O)O)c(-c3ccccc3)n2)cc1	-1%	14%	-2	-18	41%[activator]	-7%	-6%
6	O=C(CN1C(=O)C2C3C=CC(C3)C2C1=O)Nc1nc(-c2ccccn2)cs1 (configuration not stated)	0%	nt	-1	3	?	-2%	?
7	COc1ccc2nc(SCc3cnc(C)nc3N)[nH]c2c1	-1%	14%	-3	2	?	-5%	5%
8	Cc1nc(C(C)NC(=O)c2ccc(OC3CCN(Cc4ccccn4)CC3)cc2)c(C)s1 (configuration not stated)	1%	?	-1	-3	12%	1%	4%
9	COc1cc2c(cc1NC(=O)CN1CCN(S(=O)(=O)c3ccc(C)cc3)CC1)oc1ccccc12	1%	6%	2	-8	17%	-1%	-5%
10	CN1CCN(C(=S)NC(=O)c2cccc(S(=O)(=O)N(C)C)c2)CC1	11%	83%[activator]	-3	-9	?	-8%	23%
11	Nc1ncnc2c1ncn2[C@@H]1O[C@H](CO)C[C@@H]1O	-1%	nt	4	-9	nt	nt	nt
12	O=C(Nc1cnn(Cc2c(Cl)cccc2Cl)c1)c1ccc([N+](=O)[O-])cc1	6%	?	53*	87*	13µM*	-6%	?
13	Cc1cccc(CC(=O)NCCS(=O)(=O)N2CCN(c3cccc(Cl)c3)CC2)c1	nt	?	nt	nt	35%[activator]	1%	?
14	CCc1cc(C(=O)N2CCN(C(=O)c3ccco3)CC2)sc1C	nt	?	nt	nt	?	3%	7%
15	O=C(NC1CC1)c1cc2ccccc2o1	0%	46%[activator]	15*	43*	-8%	-3%	3%
16	CC(O)Cc1nsc(NC(=O)c2cccs2)n1 (configuration not stated)	-9%	nt	16	23	?	0%	18%
17	Nc1ccc(NC(=O)c2ccc(C(=O)Nc3ccc(N)cc3)cc2)cc1	1%	6%	-4	-5	37%[activator]	3%	6%
18	Cc1ccc(-c2cnc3n2CCCCC3)cc1	6%	-8%	2	14	?	-3%	?
19	CCN(CC)c1ccc(NC(=O)c2c(C)noc2C)cc1	-8%	17%	14	19	19%	-28%	7%
20	O=C(Nc1ccc(N2CCOCC2)cc1)c1ccc(Br)o1	-27%	127%[activator]	28*	79*	9%	-17%	-16%
21	Cn1c(=O)cc(SCC(=O)NCCCN2CCOCC2)c2ccccc21	5%	41%[activator]	-1	-22	?	0%	8%
22	CSc1ncccc1C(=O)N1CCCC(N2CCN(c3ccccc3F)CC2)C1 (configuration not stated)	-3%	67%[activator]	-3	1	?	6%	?
23	Cc1ccc2cc3cc(C(=O)NCc4ccco4)oc3nc2c1	2%	2.9µM*	23*	32*	?	2%	-6%
24	Cc1ccc(C(=O)NCCn2cc(SCC(=O)N3CCOCC3)c3ccccc32)cc1	5%	1%	-2	-4	11%	-2%	-20%
25	CCOc1ccccc1C1CC(c2ccc(F)cc2)Nc2nc(N)nn21 (configuration not stated)	3%	nt	2	-9	?	1%	0%
26	C=CCN1C(=NC(=O)COc2ccccc2)SC2CS(=O)(=O)CC21 (configuration not stated)	-5%	12%	-13	-10	?	2%	15%
27	CN(C)S(=O)(=O)c1cc(NC(=O)COC(=O)C2COc3ccccc3O2)ccc1Cl (configuration not stated)	4%	2%	-2	-8	-17%	7%	5%
28	CC(=O)/C(=C/N(C)C)C(=O)Nc1ccc(Cl)cc1Cl	-2%	2%	21	16	-8%	2%	-14%
29	CCOc1ccc(C(=O)NC(=S)N2CCN(c3ccc(C(F)(F)F)cc3[N+](=O)[O-])CC2)cc1	4%	4%	7	-2	?	-2%	0%
30	CCOc1ccccc1OCCOc1ccccc1OC(C)C	-2%	nt	-3	-5	27%	-2%	-1%
31	CCCCn1c(N)c(N(CCOC)C(=O)c2ccc(Br)s2)c(=O)[nH]c1=O	nt	-1%	nt	nt	?	-5%	-3%[8.37 µM]
32	CCOC(=O)c1ccccc1NC(=O)c1cncc(Br)c1	-7%	17%	3	5	nt	3%	-1%
33	CCn1c2ccccc2n2c(=O)c(=O)n(CC(=O)N3CCN(c4ccccc4OC)CC3)nc12	-9%	18%	-2	-33	-3%	nt	nt
34	COc1ccccc1CCC(=O)OCC(=O)Nc1ccc(C(N)=O)cc1	3%	13%	-2	36	15%	7%	7%
35	COc1ccc(N2CC(O)=C(c3nc4ccccc4s3)C2=N)c(OC)c1	6%	-11%	2	11	24%	2%	?
36	O=C(CC(SCc1ccco1)c1ccc(O)cc1)c1cccs1 (configuration not stated)	-18%	115%[activator]	37*	115*	122%[activator]	-4%	-18%
37	CCCc1nn(C)c(C(=O)Nc2cccc(C)c2)c1Cl	4%	114%[activator]	58*	55*	185%[activator]	3%	-3%
38	Cc1ccc(N2C(=O)CC(Sc3ccccc3C(=O)O)C2=O)cc1 (configuration not stated)	3%	5%	13	-13	1%	-2%	12%
39	CCOc1ccc(/C=N/NC(=O)C(C)N(c2ccc(OC)cc2)S(C)(=O)=O)cc1OCC (configuration not stated)	-4%	?	17	-13	-9%	1%	-13%
40	CC(=O)c1ccc(-c2ccccc2OC(F)(F)F)o1	3%	?	-1	-5	-1%	2%	14%
41	CC(C(=O)Nc1ccon1)N1C(=O)c2ccccc2S1(=O)=O (configuration not stated)	nt	30%	nt	nt	1%	3%	17%
42	NN(CCO)C(=S)Nc1ccc(Cl)cc1	1%	5%	6	18	4%	0%	8%
43	CCOC(=O)C1(CCCc2ccccc2)CCN(Cc2ccn[nH]2)CC1	8%	?	-3	-9	347%[activator]	-3%	10%
44	O=C(NCCCCC(NC(=O)C1CCCCC1)C(=O)O)c1ccccc1 (configuration not stated)	-1%	?	-2	-16	8.3µM*	3%	16%
45	CCc1sc(C(=O)NCCc2ccc(S(N)(=O)=O)cc2)cc1C	-3%	2%	1	-17	-3%	11%	?
46	O=C(Nc1cc(S(=O)(=O)N2CCOCC2)ccc1N1CCCC1)c1cc(F)c(F)cc1Cl	nt	?	nt	nt	2%	3%	5%
47	CCN(CC)C1CCS(=O)(=O)C1 (configuration not stated)	1%	37%[activator]	-5	-8	0.19µM*	3%	11%
48	Cc1ccc(CNC(=O)CCc2ccccc2)cc1	1%	38%[activator]	15*	19	28%	-7%	10%

Records 1–7 from above:
cpd	SMILES	LmPK inhibitor	Pf growth 48h	CHX counter	Shiga inhibitor	Pf growth 96h	Tb PYK inh	HCV inhibitor
1	CCN(CC)S(=O)(=O)c1ccc(-c2csc(C)n2)cc1	-3%	36%[activator]	7	21	?	-22%	-6%
2	Cc1ccc(NC(=S)NCc2ccccc2)cc1[N+](=O)[O-]	1%	2%	1	-4	?	-5%	-23%
3	Cc1ccc(NC(=S)N2CCCCC2CO)cc1C (configuration not stated)	2%	0%	15*	23	393%[activator]	5%	-5%
4	CC(C)NS(=O)(=O)c1ccc(OCC(=O)N2CCc3ccccc3C2)cc1	5%	?	-4	-6	33%[activator]	0%	-18%
5	Cc1ccc(Cn2cc(/C=C/C(=O)O)c(-c3ccccc3)n2)cc1	-1%	14%	-2	-18	41%[activator]	-7%	-6%
6	O=C(CN1C(=O)C2C3C=CC(C3)C2C1=O)Nc1nc(-c2ccccn2)cs1 (configuration not stated)	0%	nt	-1	3	?	-2%	?
7	COc1ccc2nc(SCc3cnc(C)nc3N)[nH]c2c1	-1%	14%	-3	2	?	-5%	5%

(cont.)
cpd	SMILES	LmPK inhibitor	Pf growth 48h	CHX counter	Shiga inhibitor	Pf growth 96h	Tb PYK inh	HCV inhibitor
49	COCCCNC(=O)C1CCCN(S(=O)(=O)c2ccc(C)cc2)C1 (configuration not stated)	3%	-5%	-1	-5	?	-4%	9%
50	O=C(Nc1ccc(F)cc1F)c1ccc2c(c1)[nH]c(=O)n2Cc1ccc(F)cc1	-2%	-20%	-1	-7	39%[activator]	1%	-27%
51	Cc1cccc2c1-c1sc(C(=O)N3CCCCC3)cc1CO2	3%	99%[activator]	30*	41*	?	-2%	-10%
52	COc1c(C)cc(C(=O)C2CCCN(C(=O)c3cc(C4CC4)[nH]n3)C2)cc1C (configuration not stated)	-9%	?	5	-3	?	0%	-22%
53	CCOC(=O)N1CCC(N2Cc3cccc(C(=O)Nc4c(C)cccc4CC)c3C2=O)CC1	4%	?	-4	4	3%	-5%	?
54	COc1ccc(NC(=O)NNC(=O)C(C)Oc2ccc3ccccc3c2)cc1 (configuration not stated)	5%	-3%	-2	11	-18%	-7%	-23%
55	O=C(Nc1ccc(F)c(F)c1)C1=COCCO1	nt	22%	nt	nt	45%[activator]	1%	0%
56	CCCCN(CC)C(=O)Cn1ncc2c1-c1cc(C)ccc1OC2	6%	nt	-7	-11	?	-1%	-4%
57	CCn1c(SCC(=O)N2CCCC2)nnc1-c1ccc(S(=O)(=O)N2CCCCCC2)cc1	-7%	9.3µM*	2	-7	?	9%	-5%
58	Cc1cc(C)n(-c2ccc(Cl)c(C(=O)Nc3ccc(-c4nnc5n4CCCCC5)cc3)n2)n1	3%	?	-5	-7	8.3µM*	3%	?

6 compounds drawn at random from the list so far, as already listed:
cpd	SMILES	LmPK inhibitor	Pf growth 48h	CHX counter	Shiga inhibitor	Pf growth 96h	Tb PYK inh	HCV inhibitor
56	CCCCN(CC)C(=O)Cn1ncc2c1-c1cc(C)ccc1OC2	6%	nt	-7	-11	?	-1%	-4%
49	COCCCNC(=O)C1CCCN(S(=O)(=O)c2ccc(C)cc2)C1 (configuration not stated)	3%	-5%	-1	-5	?	-4%	9%
52	COc1c(C)cc(C(=O)C2CCCN(C(=O)c3cc(C4CC4)[nH]n3)C2)cc1C (configuration not stated)	-9%	?	5	-3	?	0%	-22%
57	CCn1c(SCC(=O)N2CCCC2)nnc1-c1ccc(S(=O)(=O)N2CCCCCC2)cc1	-7%	9.3µM*	2	-7	?	9%	-5%
53	CCOC(=O)N1CCC(N2Cc3cccc(C(=O)Nc4c(C)cccc4CC)c3C2=O)CC1	4%	?	-4	4	3%	-5%	?
54	COc1ccc(NC(=O)NNC(=O)C(C)Oc2ccc3ccccc3c2)cc1 (configuration not stated)	5%	-3%	-2	11	-18%	-7%	-23%
